High-throughput results from PubChem.
ADAM10 inh: inhibitors of human ADAM10; O14672; recombinant ADAM10, EDANS/DABCYL FRET peptide cleavage, 3 h; inhibition, % at 7 µM; 370,000 compounds, 0.62% hits;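 active means inhibition above a per-campaign cutoff equal to the mean of compounds falling between control-based bounds plus 3 SD, cut at about 20% in these data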;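 further: 0% = DMSO wells while the 100% control is not disclosed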
GC-B act: GC-B (human) receptor activation. 370,000 compounds, 0.11% hits. HEK293-GC-B cells, CNP EC30, cGMP TR-FRET; 0% at EC30 CNP, 100% saturating CNP. AID 1920062. activation, % at 10 µM;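 active means activation at 10 µM reaching about 35% in either raw or pattern-adjusted values, limit read from the data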
ssDAF-12 act: activates DAF-12 receptor from parasite S. stercoralis | HEK293 ssDAF-12/GRIP1 lit1-tk-luc reporter, luminescence; % of 3 µM dafachronic acid response | activation, % at 6.8 µM | 370,000 compounds, 1% hits;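 active means activation above the mean over all tested compounds plus 3 SD, cut at about 0.9% in these data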;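 further: 0% = DMSO-only wells and 100% = 3 µM delta7-dafachronic acid wells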
hgDAF-12 ag: hgDAF-12 agonism, primary luciferase screen | HEK293 GAL4-hgDAF12 UAS-luciferase reporter, agonist luminescence; normalized to butyrate control | activation, % at 6.8 µM | 370,000 compounds, 1.8% hits;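 active means activation above a cutoff set at the mean of all screened compounds plus 3 SD, cut at about 10% in these data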;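 further: 0% = DMSO wells and 100% = sodium butyrate wells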
DAX1 inh-1: blocks DAX1 repression of SF-1 activated StAR promoter | AID 652010 | inhibition, % at 6.8 µM | HEK293T StAR-luciferase reporter, SF-1/DAX-1 repression relief | 370,000 compounds, 1.1% hits;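 active means inhibition above the mean over all tested compounds plus 3 SD, cut at about 3.6% in these data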;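 further: 0% = DAX-1 cells with DMSO and 100% = cells lacking DAX-1 with DMSO; higher inhibition means more luminescence from relief of DAX-1 repression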
hcDAF12 agonist: activators of H. contortus DAF-12 nuclear receptor. HEK293 hcDAF-12 lit1-tk-luc reporter, luminescence; 0% DMSO, 100% Δ7-dafachronic acid. activation, % at 6.8 µM. 370,000 compounds, 1.4% hits. AID 652067;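 active means activation above the mean of all tested compounds plus 3 SD, cut at about 5.5% in these data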;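 further: 100% = response to 3 µM Δ7-dafachronic acid high control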
FXN GAA850 act: frataxin GAA850 promoter activation. 360,000 compounds, 0.56% hits. HEK293 lucGAA850 FXN promoter luciferase reporter, 24 h; percent of 10 µM SAHA response. activation, % at 6 µM;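 active means activation above the average of all compounds screened plus 3 SD, cutoff fixed separately per campaign, cut at about 7.5% in these data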;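 further: 0% = DMSO wells and 100% = 10 µM SAHA wells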
DAX1 inh-2: inhibits human nuclear receptor DAX1; HEK293 Gal4-DAX1 luciferase reporter, luminescence; AID 504766; P51843; 340,000 compounds, 0.99% hits; inhibition, % at 6.75 µM;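 active means inhibition above the mean over all tested compounds plus 3 SD, cut at about 4.2% in these data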;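 further: 0% = DAX1-transfected cells with DMSO and 100% = empty-vector control cells with DMSO; inhibition shows as a rise in luminescence from relieved DAX1 repression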
SMARCA2 activ: increases SMARCA2 function in MMTV reporter cells; MG213 cells, MMTV-luciferase reporter, dexamethasone, overnight; activation, % at 9.1 µM; 370,000 compounds, 1% hits; AID 652017; in the data active means activation above about 7.8%;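 further: 0% = vehicle wells and 100% = reference activator wells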
NPR1 activator: GC-A (human) enzyme activation | P16066 | HEK293 GC-A cells, cGMP TR-FRET, EC30 ANP; 0% at EC30 ANP, 100% saturating ANP | activation, % at 10 µM | 370,000 compounds, 0.14% hits | AID 1671463; in the data active means activation above about 40%
Target sequence (P16066 whole entry, looked up): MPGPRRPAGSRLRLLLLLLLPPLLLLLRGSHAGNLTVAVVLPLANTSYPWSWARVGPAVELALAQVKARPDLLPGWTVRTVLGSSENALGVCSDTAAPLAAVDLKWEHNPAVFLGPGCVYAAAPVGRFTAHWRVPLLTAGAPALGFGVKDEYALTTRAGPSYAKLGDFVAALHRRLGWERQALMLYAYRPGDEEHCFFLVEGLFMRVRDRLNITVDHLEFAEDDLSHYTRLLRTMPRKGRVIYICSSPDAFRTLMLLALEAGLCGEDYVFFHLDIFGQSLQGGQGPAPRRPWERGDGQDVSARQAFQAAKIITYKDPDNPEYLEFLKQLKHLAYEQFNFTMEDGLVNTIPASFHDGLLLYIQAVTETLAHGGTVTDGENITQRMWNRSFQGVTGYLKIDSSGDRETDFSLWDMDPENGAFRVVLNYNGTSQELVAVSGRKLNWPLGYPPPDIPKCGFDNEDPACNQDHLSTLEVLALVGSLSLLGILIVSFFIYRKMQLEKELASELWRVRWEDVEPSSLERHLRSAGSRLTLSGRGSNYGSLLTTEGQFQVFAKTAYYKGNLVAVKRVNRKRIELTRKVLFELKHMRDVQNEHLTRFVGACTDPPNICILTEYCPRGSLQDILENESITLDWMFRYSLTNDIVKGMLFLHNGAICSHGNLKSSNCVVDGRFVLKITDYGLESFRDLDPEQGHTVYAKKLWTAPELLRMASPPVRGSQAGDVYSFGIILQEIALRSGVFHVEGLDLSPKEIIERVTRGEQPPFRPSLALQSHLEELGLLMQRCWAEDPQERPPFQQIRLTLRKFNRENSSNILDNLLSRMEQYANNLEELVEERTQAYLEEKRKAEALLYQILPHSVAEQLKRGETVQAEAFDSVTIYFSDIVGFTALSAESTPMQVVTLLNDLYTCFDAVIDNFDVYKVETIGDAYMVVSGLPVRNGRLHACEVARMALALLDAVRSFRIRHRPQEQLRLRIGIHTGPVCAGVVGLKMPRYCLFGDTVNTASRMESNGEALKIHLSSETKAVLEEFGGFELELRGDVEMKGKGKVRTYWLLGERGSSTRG
HGIII-sPLA2 inh: Blocks human group III sPLA2 activity; QFRET BODIPY PC-A2 liposome hydrolysis, fluorescence; inhibition, % at 12.2 µM; 370,000 compounds, 0.56% hits; AID 743126;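 active means inhibition above mean plus 3 SD of compounds lying within the high and low control bounds, cut at about 19% in these data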;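 further: 0% = median of test compound wells and 100% = no enzyme DMSO wells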
Active calls of the source: *; i = inactive; x = not tested or not shown.

SMILES | ADAM10 inh | GC-B act | ssDAF-12 act | hgDAF-12 ag | DAX1 inh-1 | hcDAF12 agonist | FXN GAA850 act | DAX1 inh-2 | SMARCA2 activ | NPR1 activator | HGIII-sPLA2 inh
C=C1CC(Cn2cc(Br)c(=O)[nH]c2=O)(c2ccc(-c3ccccc3)cc2)OC1=O (configuration not stated) | -5 | -14 | -1.2 | -9.0 | -7.8 | -0.9 | 11* | -5.3 | -11 | -29 | -12
Cc1ccc(-n2c(Cc3cccn3C)nnc2SCC(=O)Nc2ccc3c(c2)OCO3)cc1 | 13 | -6 | -1.0 | -1.0 | -0.8 | -1.9 | -0.4 | -1.3 | -1 | -8 | -39
CCOC(=O)c1c(N)nn(C(=O)C(C)C)c1-c1ccccc1 | 10 | -4 | -0.4 | 0.1 | 0.5 | -2.1 | 1.5 | -0.4 | 1 | -1 | -3
COc1ccc(C(=O)NC2CC2)cc1OC1CCN(Cc2cnn(C)c2C)CC1 | -3 | 4 | -1.0 | -0.8 | -0.8 | -0.2 | 2.2 | 0.7 | -2 | 3 | 6
Cc1ccccc1N(CC(=O)N1CCc2ccccc2C1)S(C)(=O)=O | 5 | 4 | -1.0 | -1.7 | -0.1 | -2.5 | 0.9 | 1.0 | -1 | 6 | -1
CC(C)C(=O)N1CCN(c2ccc(NC(=O)c3ccc(Br)o3)cc2)CC1 | -1 | -3 | -1.5 | -0.3 | -1.1 | -1.0 | 1.4 | -0.6 | -2 | -6 | 6
CC(=O)Oc1ccc(-c2cccc(C(=O)OCC(=O)N(C)c3ccccc3)c2)cc1 | 2 | 3 | -2.3 | 1.1 | -1.3 | -2.6 | -5.7 | -2.6 | -2 | 4 | -16
O=C(c1ccccc1Oc1ccc([N+](=O)[O-])cc1)N1CCOCC1 | 0 | -5 | -1.1 | -1.2 | 0.2 | -1.7 | 2.5 | -0.8 | -1 | 0 | -1
CC(Cl)=CCn1c(NCCc2ccccc2)nc2c1c(=O)n(C)c(=O)n2C | -9 | 13 | -1.2 | 0.2 | -0.9 | -0.6 | 0.5 | x | -6 | 20 | 11
COc1ccc(-c2cc(NC=O)c3ncc(-c4cnn(C)c4)n3c2)cc1 | -133 | -5 | -1.7 | 0.1 | -2.2 | 0.1 | 1.2 | x | -2 | 3 | -3
Cc1cc(C)c(C#N)c(SCc2ccccc2F)n1 | 9 | 3 | -1.0 | -3.1 | -0.1 | -1.5 | 2.5 | -0.8 | -2 | -4 | -4
COc1ccc2[nH]c3c(=O)n(Cc4ccc(C(=O)N5CCCC5)cc4)c(=S)[nH]c3c2c1 | -12 | 3 | -0.4 | -0.3 | 0.1 | -0.5 | -1.8 | 1.1 | -2 | 5 | 7
O=c1[nH]c(N/N=C/c2ccccc2Br)nnc1-c1ccccc1 | 7 | -10 | -1.1 | -2.4 | 0.0 | -1.6 | 2.8 | -0.4 | -1 | 7 | -2
COC(=O)c1ccc2nc(-c3ccc(C)cc3)c(Cc3cccc(F)c3)n2c1 | -73 | 46* | -1.1 | 1.5 | 0.2 | 1.2 | x | x | 7.9* | 32 | 2
NS(=O)(=O)c1ccc(CCNC(=O)CCS(=O)(=O)c2ccc(Br)cc2)cc1 | 1 | 3 | -1.2 | 1.4 | 0.5 | -0.8 | 0.3 | 0.7 | 0 | -2 | -4
CC(C)(C)c1ccc(S(=O)(=O)NC(=O)C2(C)CCN2C(=O)C2CC2)cc1 (configuration not stated) | -10 | 0 | -0.5 | -0.4 | 0.3 | -1.2 | 0.6 | x | -2 | 2 | 5
O=C(Oc1ccccc1N1C(=O)C2CC=CCC2C1=O)c1ccc(Br)cc1 (configuration not stated) | 3 | -1 | 1.2* | 0.3 | 0.7 | 0.9 | 0.6 | 0.3 | -2 | -1 | -12
Cc1ccc(/C=C/S(=O)(=O)NCC(=O)OCC(=O)Nc2c(F)cccc2F)cc1 | 1 | -1 | -0.5 | 0.2 | -6.4 | 2.2 | 0.0 | -0.6 | -2 | 8 | -10
O=C(NCc1nc2ccccc2[nH]1)C1=C[C@H](C2CC2)C[C@H](OCCCCO)O1 | 2 | -2 | -0.4 | -0.8 | -0.4 | -0.5 | 4.6 | 0.7 | 1 | -1 | 1
COc1ccc(N(CC(=O)Nc2ccc3c(c2)OCCO3)S(=O)(=O)c2cccc(C)c2)cc1 | 4 | 5 | -0.5 | 3.2 | -2.0 | -0.7 | -3.0 | 1.0 | -2 | 1 | -20
CCc1c(-c2ccccc2F)ncn1CCc1ccccc1OC | -2 | -11 | -1.5 | 0.9 | -0.6 | -3.0 | x | x | -6 | -6 | 0
Cc1nc(C(=O)NC2CCOCC2)sc1C1(C)CC(c2cccc([N+](=O)[O-])c2)=NO1 (configuration not stated) | 3 | 7 | -0.9 | -1.0 | -0.8 | -1.8 | -2.2 | -1.1 | 1 | 4 | -2
CCOC(=O)c1ccc(NC(=O)c2nc[nH]c2C(=O)N2CCN(c3ccccc3)CC2)cc1 | 6 | -4 | -1.1 | 0.8 | 0.3 | -0.4 | -3.5 | 0.3 | 0 | -1 | 2
COc1ccccc1-c1csc(C(O)c2ccccc2)n1 (configuration not stated) | -3 | 0 | -0.9 | -0.7 | 0.3 | -1.9 | 1.3 | x | 3 | 0 | -1
CS(=O)Cc1cc(Oc2ccccc2)nc(-c2ccncc2)n1 (configuration not stated) | -4 | -8 | -1.2 | -0.2 | 0.3 | 0.2 | 2.9 | 0.2 | 0 | 3 | -1

Next part (two carried over from the part before).
SMILES | ADAM10 inh | GC-B act | ssDAF-12 act | hgDAF-12 ag | DAX1 inh-1 | hcDAF12 agonist | FXN GAA850 act | DAX1 inh-2 | SMARCA2 activ | NPR1 activator | HGIII-sPLA2 inh
COc1ccccc1-c1csc(C(O)c2ccccc2)n1 (configuration not stated) | -3 | 0 | -0.9 | -0.7 | 0.3 | -1.9 | 1.3 | x | 3 | 0 | -1
CS(=O)Cc1cc(Oc2ccccc2)nc(-c2ccncc2)n1 (configuration not stated) | -4 | -8 | -1.2 | -0.2 | 0.3 | 0.2 | 2.9 | 0.2 | 0 | 3 | -1
CCN(C(=O)COC(=O)c1cnc(C)cn1)c1c(N)n(Cc2ccccc2)c(=O)[nH]c1=O | 4 | 2 | -0.8 | 0.2 | 2.1 | 3.9 | 0.4 | 1.6 | -1 | 2 | -2
Cc1ccc(OCCC(=O)Nc2ccc(S(=O)(=O)Nc3cc(C)nc(C)n3)cc2)cc1 | -2 | -3 | -0.8 | 0.6 | 1.3 | -0.4 | 0.7 | -0.4 | -1 | -1 | -19
O=C(O)CCCC(=O)NNc1nc(-c2ccccc2)c2cc(Cl)ccc2n1 | -1 | -1 | -0.8 | 2.6 | 0.3 | 1.2 | 1.0 | -0.4 | -2 | 1 | -1
COCCS(=O)(=O)N(Cc1ccc(Br)cc1)[C@@H](C)C(=O)OC | -12 | -4 | -1.4 | -1.6 | -1.3 | -2.2 | -0.7 | -1.1 | 0 | -1 | 1
CCCCCCCCNC(=O)c1cccnc1SCC(=O)Nc1ccc(OC)cc1OC | -2 | 4 | -1.1 | -0.5 | -0.3 | -0.9 | 2.2 | 1.6 | -5 | 0 | 22*
CCCCCc1n[nH]c2c1CCCC2 | 1 | -3 | -1.4 | 1.7 | -0.3 | 0.1 | -0.2 | 3.1 | 1 | 1 | -5
Cc1ccc(C(=O)CN(C(=O)c2ccc(Cl)c(Cl)c2)N2C(=O)C3C4C=CC(C4)C3C2=O)cc1 (configuration not stated) | -7 | -9 | -1.7 | -3.1 | -0.3 | 0.7 | 2.9 | -0.1 | -3 | -6 | 5
O=S(=O)(Cc1ccccc1)CS(=O)(=O)Cc1ccccc1 | -6 | 4 | -1.3 | -1.6 | -0.8 | 0.3 | -1.7 | -0.2 | -3 | 2 | 13
CN1CCN(S(=O)(=O)c2ccc3c(c2)CC(=O)N3C)CC1 | -4 | 7 | -1.2 | -1.9 | 0.2 | -2.3 | -0.9 | 0.7 | -1 | 1 | -2
C[C@H]1CN(c2ccccc2)C(=O)[C@@H]1CC(=O)Nc1ccccc1 | -8 | -4 | -0.8 | 1.1 | 0.6 | -0.2 | 1.6 | 1.2 | -5 | -1 | 3
CC(C)OCCCN1C=C2C(=O)C(C)(OC(=O)CCc3ccccc3)C(=O)C=C2C=C1c1ccc(C#N)cc1 (configuration not stated) | -55 | -1 | -1.4 | 0.4 | -0.5 | -0.3 | x | x | 0 | 1 | 3
CCOC(=O)COc1ccc(Br)cc1/C=C/c1[nH]c(=O)[nH]c(=O)c1[N+](=O)[O-] | -1 | 1 | -1.6 | -0.7 | -0.3 | -2.2 | -0.1 | -0.7 | 1 | -4 | -26
CC(O)[C@H]1CNCCN1CCc1cccc(F)c1 (some centres not stated) | 0 | -1 | -1.1 | -0.3 | 0.1 | 0.6 | -0.9 | 0.6 | 1 | 4 | 3
COc1ccc(-c2ccc3c(n2)CCCN3Cc2ccccc2C(F)(F)F)cc1 | i | -3 | -0.5 | 8.1 | 4.2* | 1.5 | x | x | 8.2* | 0 | 17
CC1(C)CC(=O)C2=C(C1)N(CC1CCCO1)C(=O)NC2(C(F)(F)F)C(F)(F)F (configuration not stated) | 7 | -2 | -0.6 | 0.2 | -0.8 | 3.3 | 6.1 | 1.2 | 3 | 1 | 3
O=C(COc1ccc(CNC[C@H]2O[C@@H](n3ccc(=O)[nH]c3=O)[C@H](O)[C@@H]2O)cc1)Nc1ccccn1 | 1 | 8 | -1.0 | 3.2 | 2.4 | 0.8 | x | x | 2 | 2 | 2
Cc1ccsc1CN(C(=O)c1ccc([N+](=O)[O-])cc1)C1CCS(=O)(=O)C1 (configuration not stated) | -4 | 3 | -0.2 | 2.5 | -1.2 | -1.9 | 1.4 | 1.3 | -1 | 1 | 5
O=C(NCCc1ccccc1F)C1CCCN1S(=O)(=O)c1ccccc1 (configuration not stated) | -2 | -5 | -1.3 | -2.4 | -0.8 | -1.3 | 0.5 | -1.5 | 0 | 2 | 3
Cc1sc2nc(C3CC3)nc(N3CCN(C(=O)c4ccccc4F)CC3)c2c1C | 1 | -4 | -1.8 | -2.8 | -0.7 | -1.5 | -1.3 | 0.9 | -1 | -15 | 0
CCCc1cc(=O)oc2cc(OCC(=O)N3CCN(C(=O)C4COc5ccccc5O4)CC3)ccc12 (configuration not stated) | -101 | -2 | -1.3 | 0.1 | -1.0 | -2.3 | -1.1 | -0.8 | -2 | -2 | -13
CC(C)[C@H](NC(=O)c1ccccc1)C(=O)OCC(=O)Nc1sccc1C(N)=O | -11 | 4 | -0.7 | 1.5 | -1.4 | -0.2 | -1.0 | 0.8 | 0 | -2 | -7
CCOc1ccccc1NC(=O)Cc1cccs1 | 1 | 2 | -1.5 | -0.8 | -0.3 | 1.1 | 2.1 | -1.5 | 2 | 0 | 2
Cc1ccccc1C(=O)N1CCN(S(=O)(=O)c2ccccc2)CC1 | -2 | -6 | -0.4 | 2.7 | 0.6 | -1.7 | 1.4 | -0.4 | 1 | 1 | 3
CN1C(=O)NC(c2cccc(F)c2)C2=C1CC(C)(C)CC2=O (configuration not stated) | -7 | -5 | -0.8 | 0.8 | -0.5 | -1.2 | 0.2 | -0.3 | -1 | -1 | 0
CCCNC(=O)c1cccc(COCC(F)(F)C(F)F)c1 | -9 | 1 | -1.8 | 0.7 | 0.6 | 0.8 | 0.1 | -0.3 | -4 | 2 | 10
